T cell modulator: T cell immune modulators affecting CD8 T cell-vesicle binding; AID 2052; calls only at 7 µM; 2C CD8+ T cell-vesicle binding, flow cytometry; hits give low values; hit rate 0.068% among 330,000;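 active = response, share of CD8 T cells binding vesicles, and their 90th percentile fluorescence all below set limits, cut at about 80% in these data, passing the limit was not always enough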
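Assay system – 2C mouse CD8+ T cells · Also added – QL9-loaded Drosophila micro-vesicles · Timing – Cell–vesicle co-incubation 1.5 h at 37 °C, staining 20 min on ice · Signal – flow cytometry of vesicle-bound cells · Measure – percent CD8+ FL2 mean versus row control · Controls – Peptide-free naked vesicles (low) and QL9 vesicles with 0.7% DMSO vehicle (high)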
MgcRacGAP inhibition: MgcRacGAP GTPase-activating activity inhibitors, confirmation, biochemical, ADP Hunter fluorescence. MgcRacGAP-stimulated Rac1 GTP hydrolysis, ADP Hunter fluorescence; higher % means a stronger effect; GST-tagged Rac1 F28L mutant substrate. inhibition, % at 30 µM, or IC50 in µM where a hit was titrated. AID 624330. hit rate 0.6% among 340,000;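 active = first-screen hits whose inhibition reached a set limit at any dose in the follow-up dose series; inconclusive = inhibition above the set first-screen limit but never retested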;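 note: fluorescence reports GDP produced by GAP-driven GTP hydrolysis; strong numbers were not always called active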
PhoP inhibition: inhibitors of PhoP regulon expression, primary screen, Salmonella Typhimurium, GFP reporter (AID 1863); inhibition, % at 50 µM, or IC50 in µM where a hit was titrated; S. Typhimurium PhoP-regulated promoter GFP reporter, 4 h; higher % means a stronger effect; hit rate 0.16% among 300,000;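 active = inhibition over 29.93%, a cutoff 3 SD above the screen mean, later confirmed by dose response; inconclusive = inhibition over 29.93% but no dose response follow-up; inactive = inhibition at most 29.93% or unconfirmed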;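 note: 0% = low Mg2+ inducing control and 100% = high Mg2+ repressing control; strong numbers were not always called active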
SV40 large T antigen: TAg ATPase/helicase activity blockers – biochemical (AID 1903); SV40 large T antigen ATPase/helicase inhibition assay; higher % means a stronger effect; inhibition, % at 20 µM; hits with a dose series show IC50 in µM; hit rate 0.39% among 310,000; in the data active = a potency from the dose series; inconclusive = inhibition mostly from about 32% at the one dose, without a potency; inactive = the rest, 99 in 100 with inhibition below about 32%; note: strong numbers were not always called active
Myeloid diff MLP: myeloid differentiation induction | ER-HoxA9 myeloid progenitors, lysozyme-GFP differentiation, flow cytometry | calls only at 10 µM | hit rate 1% among 360,000 | AID 624256;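 active = normalized GFP-positive differentiation at or above the plate's own cutoff, the solvent-only control mean plus 3 SD; inconclusive = no clear call, values can overlap the other calls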;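 note: cells exposed to compound for four days before flow analysis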
RSV antiviral HEp-2: RSV antiviral activity via CPE protection, HEp-2 cells, primary 10 µM value included (AID 2391); HEp-2 cells, RSV-induced CPE inhibition; higher % means a stronger effect; one-dose CPE inhibition, % at 10 µM; IC50 in µM for titrated hits; hit rate 0.13% among 310,000; in the data active = a potency from the dose series; inconclusive = CPE inhibition mostly from about 23% at the one dose, without a potency; inactive = the rest, 99 in 100 with CPE inhibition below about 21%; note: strong numbers were not always called active
TNAP activation fold: stimulation of alkaline phosphatase TNAP activity – biochemical, luminescent, no phosphate acceptor, uHTS, primary screen (AID 1001); purified TNAP, luminescent activation assay, no phosphate acceptor; higher activation fold means a stronger effect; activation fold at 20 µM; hits with a dose series show EC50 in µM; hit rate 0.03% among 200,000; in the data active = activation fold from about 3, or a potency from the dose series; inactive = the rest, 99 in 100 with activation fold below about 1.6; note: many of its hits are not listed in these tables
NTR1 ag: agonists of NTR1, primary screen, imaging, U2OS cells, beta-arrestin-GFP, high content (AID 493036); activation, % at 20 µM; NTR1-U2OS beta-arrestin-GFP spot imaging, agonist mode; P30989; hit rate 0.17% among 330,000;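 active = activation at or above 40% of the spot to cytoplasm intensity ratio, with at least 20 cells analyzed; inconclusive = wells under 20 cells, flagged as cytotoxic or low count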;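 note: 0% = DMSO without peptide and 100% = 100 nM NTR1 peptide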
Target sequence (P30989 whole entry, looked up): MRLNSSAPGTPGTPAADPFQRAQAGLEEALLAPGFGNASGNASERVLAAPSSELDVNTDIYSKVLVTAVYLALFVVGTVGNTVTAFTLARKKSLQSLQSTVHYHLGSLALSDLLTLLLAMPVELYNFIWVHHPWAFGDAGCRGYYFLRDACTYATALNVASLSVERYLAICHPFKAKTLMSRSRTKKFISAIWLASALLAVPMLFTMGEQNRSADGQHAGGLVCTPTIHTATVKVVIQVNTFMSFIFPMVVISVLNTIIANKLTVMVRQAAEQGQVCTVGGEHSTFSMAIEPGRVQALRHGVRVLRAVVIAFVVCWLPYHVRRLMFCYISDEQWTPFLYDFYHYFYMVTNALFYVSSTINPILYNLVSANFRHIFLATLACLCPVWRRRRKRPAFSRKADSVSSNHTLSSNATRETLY
K1F lysis inhibition: protection from phage-mediated lysis, alamar blue read-out – E. coli UTI89, K1F phage, bacterial capsule biogenesis inhibitors (AID 488966); E. coli UTI89 K1F phage lysis, alamar blue, 2 h; higher % means a stronger effect; hit rate 0.02% among 340,000; one-dose inhibition, % at 100 µM; IC50 in µM for titrated hits;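 active = phage lysis inhibition, versus mean bacterial control, above a set limit; inconclusive = no clear call, values can overlap the other calls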;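 note: capsule biogenesis inhibitors block K1F phage lysis so surviving cells raise fluorescence; higher fluorescence means more inhibition of phage lysis; actives were called in the ten point dose series up to 300 µM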
T cell modulator vesicle-bound %: further read-out of T cell modulator, marked with its call; double positive events, %; measured here: CD8+ vesicle-bound cell fraction;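 binding gate set so that unloaded-vesicle control wells show 10% double positive cells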
NTR1 ag cell count 20 µM: second read-out of NTR1 ag, no call of its own (marks repeat the call); cell count; measured here: cell count, cytotoxicity flag
Myeloid diff MLP GFP+ MAC1+ %: recorded beside Myeloid diff MLP, whose call it bears; GFP+ MAC1+ double positive, %; measured here: differentiation confirmed by MAC1 staining
* hit, by the source's call; i = inactive; ? = inconclusive; nt = no result given; & = joins results of further samples; [ ] = another dose, or the depositor's remark.

canonical_smiles,T cell modulator,T cell modulator vesicle-bound %,MgcRacGAP inhibition,PhoP inhibition,SV40 large T antigen,Myeloid diff MLP,Myeloid diff MLP GFP+ MAC1+ %,RSV antiviral HEp-2,TNAP activation fold,NTR1 ag,NTR1 ag cell count 20 µM,K1F lysis inhibition
O=C(c1cc2ccccc2c(=O)o1)N1CCc2ccccc2C1,i,37,6%,-2%,15%,i,0.7,0.7%,1,-0.7,40,0.0%
Cc1ccc(S(=O)(=O)NCCN2CCOCC2)cc1,i,46,9%,10%,1%,i,0.8,0.8%,1.1,2.0,79,0.3%
Cc1cc2ccccn2c1C(=O)Nc1ccc(Cl)cc1,i,42,9%,-1%,2%,i,0.2,0.3%,1.1,2.3,52,0.0%
COc1ccccc1CN(C)C(=O)CNC(=O)c1cccc(Cl)c1,i,36,9%,8%,-2%,i,0.5,3.1%,nt,nt,nt,2.8%[50 µM]
O=C(CN1C(=O)NC2(CCCC2)C1=O)NNC(=O)c1ccc(Cl)cc1,i,32,0%,nt,nt,i,0.6,0.4%,nt,-1.8,39,0.4%[50 µM]
CCSC1(SCC)N=C(N)C2(C#N)C(c3ccc(OC)c(OC)c3OC)C12C#N (stereo not given),i,59,18%,4%,>100µM*,nt,nt,6.7%,0.9,16,26,0.4%
O=C(NCc1cccnc1)c1nc(-c2ccccc2)n(-c2ccccc2)n1,i,8,8%,0%,6%,i,0.8,1.0%,nt,-0.7,42,0.7%[50 µM]
O=C(O)c1ccc2c(c1)C(=O)N(c1ccc(Cl)cn1)C2=O,i,48,5%,6%,2%,i,2.8,2.3%,1.2,2.1,51,0.1%
Cc1ccc2c(C)c(C(=O)N3CCCCC3CO)oc2c1C (stereo not given),i,56,15%,9%,19%,i,2.6,6.8%,nt,1.8,46,-0.1%
COc1cc(CC(=O)OCC(=O)Nc2cc([N+](=O)[O-])ccc2F)cc(OC)c1OC,i,14,1%,-5%,2%,i,0.4,0.8%,1.2,2.4,88,0.1%
CC(CN1CCCCC1)OC(=O)CCc1ccccc1 (stereo not given),i,48,9%,0%,-3%,i,0.1,-1.7%,1.1,0.3,55,-2.9%
NC(=O)C1CCN(C(=O)c2ccc(-c3ccccc3)cc2)CC1,i,12,13%,0%,12%,i,1.4,-0.4%,1.1,-0.9,50,-0.1%
CCCn1c(-c2cccnc2Cl)nc2cc(Cl)c(Cl)cc21,i,15,8%,21%,6%,i,0.7,0.6%,1.1,3.1,80,6.9%
CCn1c(CSCc2ccc(C)cc2)nnc1SCC(=O)N1CCN(c2ccccc2)CC1,i,50,9%,6%,16%,i,0.7,1.9%,1.1,2.5,54,1.1%
CN(C)C=NCCn1c(N2CCOCC2)nc2c1c(=O)n(C)c(=O)n2C,i,52,4%,-4%,10%,i,0.9,0.6%,1.1,0.6,55,0.2%
CCOc1ccccc1C(=O)OCC(=O)Nc1nnc(-c2ccccc2)o1,i,9,4%,-9%,12%,i,0.7,1.5%,nt,-0.7,57,0.5%[50 µM]
O=C1CC2(CCCCC2)Oc2ccccc21,i,54,5%,nt,17%,i,0.7,-0.7%,nt,0.0,66,0.6%
N/C(=N\OC(=O)Cc1ccc(-c2ccccc2)cc1)c1ccncc1,i,58,2%,-3%,-1%,i,0.2,1.9%,1.1,0.6,38,1.1%
COc1ccc(CCNC(=O)C(C)OC(=O)c2nsc(Cl)c2Cl)cc1OC (stereo not given),i,18,4%,1%,8%,i,3.8,0.7%,nt,-0.9,49,0.4%
Cc1cccc(N2CCN(C(=O)COc3cc(=O)n(C)c4ccccc34)CC2)c1C,i,19,3%,4%,5%,i,0.9,18%,1.1,6.9,72,-0.2%

(listing goes on)
canonical_smiles,T cell modulator,T cell modulator vesicle-bound %,MgcRacGAP inhibition,PhoP inhibition,SV40 large T antigen,Myeloid diff MLP,Myeloid diff MLP GFP+ MAC1+ %,RSV antiviral HEp-2,TNAP activation fold,NTR1 ag,NTR1 ag cell count 20 µM,K1F lysis inhibition
COC(=O)/C(=C1/Oc2ccc(C(C)(C)C)cc2S1)C(F)(F)F,i,49,8%,-2%,7%,i,0.1,-0.4%,1.2,2.9,89,0.1%
Cc1ccc(C(=O)Nc2cccc(C(F)(F)F)c2)cc1NC(=O)c1nccnc1N,i,16,18%&1%,-6%,5%,i,0.8&0.9,1.4%,nt,-1.7,103,1.0%
CCc1ncc(CN2CCCC(C(=O)Nc3ccc(-c4cscn4)cc3)C2)cn1 (stereo not given),i,20,8%,-5%,0%,i,3.7,0.1%,nt,-0.8,64,0.1%
COc1ccc(OC)c(/C=N/NC(=O)c2c(C)nc3ccc(C)cn23)c1,i,24,3%,-3%,0%,i,0.5,0.1%,nt,-1.6,73,-0.9%[50 µM]
CC1(C)CC(=O)C=C(Nc2ccc(F)cc2)C1,i,30,-10%,-5%,7%,i,9.3,-0.4%,1,1.5,54,5.3%
O=C(Nc1ccc2c(c1)OCO2)c1c[nH]c(=O)n(-c2ccc(F)cc2)c1=O,i,67,6%,2%,6%,i,1.9,3.5%,nt,2.7,72,0.1%
O=C(CN1C(=O)/C(=C\c2ccccc2F)SC1=S)Nc1nc2ccccc2s1,i,24,6%,6%,-6%,i,0.9,3.9%,1.3,1.8,53,-1.5%
Cc1cc(C)c(C(=O)OCC(=O)NC(=O)c2ccccc2)c(C)c1,i,40,13%,-7%,1%,i,0.4,-1.5%,nt,1.1,52,1.7%[50 µM]
O=C(CSc1nc2c(c(=O)n1-c1ccc(Cl)cc1)SCC2)N1CCOCC1,i,27,-1%,0%,7%&3%,i,3.0,0.8%,1.1,2.9,50,0.2%
CC(=O)c1ccc(S(=O)(=O)N2CCC3(CC2)CC(=O)c2ccccc2O3)cc1,i,62,14%,-3%,8%,i,1.0,3.9%,nt,-0.8,51,-0.1%[50 µM]
COc1cc(OC)c2c(c1)OC(=O)CC2c1ccc2c(c1)OCO2 (stereo not given),nt,nt,7%,nt,nt,i,3.4,nt,nt,-0.8,66,0.1%
COc1cc(/C=C2\C(=N)N3N=C(N4CCOCC4)SC3=NC2=O)ccc1OC(=O)c1ccccc1,i,29,31%,nt,30%,i,3.7,5.5%,nt,3.1,57,?
COc1ccc(NC(=S)N2c3ccccc3CC2C)cc1OC (stereo not given),i,54,30%,-9%,6%,i,1.8,2.6%,1.1,-0.4,45,0.3%
CCOC(=O)N1CCN(C(=O)CSc2nc(=O)n3ccc(C)cc3n2)CC1,i,19,-3%,-5%,22%,i,0.8,-1.8%,nt,0.0,65,1.3%[50 µM]
CC1Cc2c([nH]c3ccccc23)C2c3ccccc3CN12 (stereo not given),i,6,nt,1%,3%,i,0.9,?,nt,1.1,80,0.8%[50 µM]
COC(=O)c1ccc(/C=C/C(=O)OCC(=O)Nc2ncc(Cl)cc2Cl)cc1,i,33,3%,nt,nt,i,0.9,1.7%,nt,1.9,56,0.3%[50 µM]
CCOC(=O)/C(C#N)=C/c1c(Oc2cccc(C)c2)nc2ccccn2c1=O,i,33,9%,-2%,4%,i,0.7,nt,nt,0.0,56,0.3%
C=C(C)c1cccc(C(C)(C)NC(=O)NC2CC(C)(C)NC(C)(C)C2)c1,i,61,-2%,-2%,17%,i,0.1,0.6%,1.1,-2.0,91,0.1%
CCOC(=O)/C(C#N)=C/c1cc2ccccc2nc1N1CCCCC1,i,54,2%,-9%,2%,i,0.7,-0.2%,1.1,13,73,-0.3%
COc1ccc(-c2cc3c(=O)n(CC(=O)Nc4ccc(Cl)cc4)ncn3n2)cc1,i,11,4%,-6%,4%,?,nt,0.1%,nt,-0.5,64,0.3%

Additional compounds
canonical_smiles,T cell modulator,T cell modulator vesicle-bound %,MgcRacGAP inhibition,PhoP inhibition,SV40 large T antigen,Myeloid diff MLP,Myeloid diff MLP GFP+ MAC1+ %,RSV antiviral HEp-2,TNAP activation fold,NTR1 ag,NTR1 ag cell count 20 µM,K1F lysis inhibition
N#CCCn1c(=S)[nH]c2ccccc21,i,16,10%,6%,3%,i,0.8,9.4%,1.1,0.9,77,0.6%
Cc1cc(C)cc(OCC(=O)N/N=C/c2ccc([N+](=O)[O-])o2)c1,i,22,11%,7%,21%,i,0.5,0.3%,0.9,3.5,51,-1.0%
CCN1C(=O)C(CC(=O)Nc2ccc(OC)cc2)N(Cc2ccc3c(c2)OCO3)C1=S (stereo not given),i,38,4%,6%,0%,i,0.3,0.2%,1,-0.3,35,4.5%
Cc1nn(Cc2ccc(F)cc2)c(C)c1NC(=O)c1cnn2c1NC(c1cccs1)CC2C(F)(F)F (stereo not given),i,16,2%,-5%,-4%,i,0.7,2.5%,1.1,1.9,57,8.3%
CC1(C)Cc2ccccc2-c2nc3n(c(=O)c21)CCCS3,i,34,nt,-11%,19%,i,0.0,-1.0%,1.1,-1.5,22,nt
COc1ccc(S(=O)(=O)Nc2cc3c4c(c2)CCC(=O)N4CCC3)cc1,i,54,3%,-1%,14%,i,1.0,13%,nt,0.8,65,1.1%[50 µM]
CCOc1ccc(N(CC(=O)Nc2cccc(Cl)c2)S(=O)(=O)c2c(C)noc2C)cc1,i,44,4%,-5%,0%,?,nt,8.8%,0.8,5.6,58,-5.7%
COc1ccc(C(=O)OCC(=O)Nc2ccc3c(c2)OCO3)cc1S(=O)(=O)N1CCOCC1,nt,nt,7%,nt,nt,i,0.3,nt,nt,0.6,62,1.7%[50 µM]
CCOC(=O)c1nc(C)n(-c2ccc(Cl)cc2)n1,i,44,12%,-9%,3%,i,0.7,1.8%,1.1,1.0,81,0.2%
Cc1ccc(S(=O)(=O)Nc2c(NC3CCCCC3)c3ccccc3oc2=O)cc1C,i,32,5%,0%,2%,i,0.3,2.4%,nt,1.5,69,-0.2%
COc1ccc(C2(c3ccc(OC)cc3)NC(=O)N(CC(=O)Nc3ccc(OC(F)F)cc3)C2=O)cc1,i,16,6%,1%,18%,i,1.6,?,nt,2.5,52,-0.5%[50 µM]
CC1=CCC2C(=O)N(c3ccc(N4CCOCC4)cc3)C(=O)C2C1 (stereo not given),i,10,1%,-4%,8%,i,0.2,2.6%,nt,-0.3,49,0.2%
Cc1cc(OCCCC(=O)NCCc2ccccn2)ccc1Cl,i,22,7%,-1%,8%,i,2.6,3.6%,nt,0.6,54,-0.6%

Compound activity (PubChem BioAssay)

Compounds were not picked by outcome. Share with any hit: about 2.3%.
